Screening results: PubChem BioAssay, The Scripps Research Institute Molecular Screening Center
MITF primary – MITF inhibitors, primary screen, biochemical, AlphaScreen, human | hit rate 0.91% among 650,000 | AlphaScreen MITF homodimerization, bead proximity signal | inhibition, % at 2.6 µM; in the data active = inhibition above about 50%;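 note: 0% = vehicle wells with protein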
Target sequence (O75030 whole entry, looked up): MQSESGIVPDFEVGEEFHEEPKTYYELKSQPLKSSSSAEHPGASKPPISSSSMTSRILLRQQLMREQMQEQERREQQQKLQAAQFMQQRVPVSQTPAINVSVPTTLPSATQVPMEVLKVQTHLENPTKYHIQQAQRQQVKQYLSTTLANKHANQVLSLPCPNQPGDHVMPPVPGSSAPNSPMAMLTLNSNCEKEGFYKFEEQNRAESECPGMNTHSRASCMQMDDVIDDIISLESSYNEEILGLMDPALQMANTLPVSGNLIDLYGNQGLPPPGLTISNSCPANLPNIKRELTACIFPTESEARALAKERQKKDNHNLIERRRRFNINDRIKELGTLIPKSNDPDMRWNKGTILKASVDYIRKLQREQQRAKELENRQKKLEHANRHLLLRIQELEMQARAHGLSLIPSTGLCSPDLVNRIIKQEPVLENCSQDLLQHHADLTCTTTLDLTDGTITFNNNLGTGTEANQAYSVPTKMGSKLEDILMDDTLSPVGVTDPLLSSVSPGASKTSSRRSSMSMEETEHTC
FBW7 act – FBW7 E3 ligase activators, primary screen, biochemical, AlphaScreen, human | AlphaScreen FBW7–phospho-cyclin E peptide binding, activator screen | hit rate 0.13% among 650,000 | normalized activity (activation), % at 26.1 µM | F-box/WD repeat-containing protein 7 (Homo sapiens), Q969H0; in the data active = normalized activity above about 1.9%;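 note: purified mutant Fbw7 with reduced substrate affinity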
GPR151 ag – activators of human GPR151, primary screen, cell-based, PathHunter beta-arrestin, luminescence | G-protein coupled receptor 151 (Homo sapiens), Q8TDV0 | PathHunter beta-arrestin GPR151 cells | activation, % at 11.2 µM | hit rate 1% among 650,000; in the data active = activation above about 4.9%;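 note: 0% = median of compound wells and 100% = cells with positive control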
Target sequence (Q8TDV0 whole entry, looked up): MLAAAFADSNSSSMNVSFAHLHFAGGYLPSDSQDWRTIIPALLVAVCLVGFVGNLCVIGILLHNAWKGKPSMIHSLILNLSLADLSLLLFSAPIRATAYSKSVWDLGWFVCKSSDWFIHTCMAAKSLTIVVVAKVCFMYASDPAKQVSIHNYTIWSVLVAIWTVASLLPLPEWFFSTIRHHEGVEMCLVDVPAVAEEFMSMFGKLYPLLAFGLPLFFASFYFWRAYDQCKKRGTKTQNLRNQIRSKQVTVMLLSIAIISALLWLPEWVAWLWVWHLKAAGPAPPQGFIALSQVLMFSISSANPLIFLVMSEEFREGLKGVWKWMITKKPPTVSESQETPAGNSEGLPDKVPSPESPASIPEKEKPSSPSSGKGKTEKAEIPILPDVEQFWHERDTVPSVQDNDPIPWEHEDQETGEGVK
TEAD-YAP inh – TEAD-YAP interaction inhibition, primary screen, TEAD-YAP interaction inhibitor project, luminescence, HEK-TIYL cells; TEAD-Gal4/YAP UAS-luciferase luminescence; hit rate 1.4% among 640,000; inhibition, % at 9.12 µM; in the data active = inhibition above about 32%;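 note: 0% = median of test compound wells and 100% = reference inhibitor wells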
* marks the source's active call; other numbers are inactive results; & = joins results of further samples; ! = not active in a repeat. Compounds were not picked by outcome, and some 3.5% of all compounds hit somewhere here.

The opening six records as a preview:
Values in the order: MITF primary, FBW7 act, GPR151 ag, TEAD-YAP inh
> CCc1ccccc1NC(=O)CN1CC(=O)N(Cc2ccccc2)C1=S
  16, 0.9, -0.2, -2
> CN(C)c1cccc(Nc2nc(C(=O)NC3CC3)cs2)c1
  -1, -0.1, -1.1, -5
> COc1ccccc1C(=O)NN1C(=O)CCC1=O
  -7, 0.1, -0.3, -6
> COc1ccc(C(=O)N2CCN(c3ccccc3F)CC2)cc1[N+](=O)[O-]
  10, -0.1, 1.8, 4
> O=C1CCCc2c1cc(C(=O)Nc1ccccc1Br)c(=O)n2-c1ccccc1
  -2, -0.1, 1.1, 1
> c1ccc(-c2nc(N3CCCCC3)nc3ccccc23)cc1
  -3, 0.2, 0.2, 10

All compounds of this part, previewed entries included:
Values in the order: MITF primary, FBW7 act, GPR151 ag, TEAD-YAP inh
> CCc1ccccc1NC(=O)CN1CC(=O)N(Cc2ccccc2)C1=S
  16, 0.9, -0.2, -2
> CN(C)c1cccc(Nc2nc(C(=O)NC3CC3)cs2)c1
  -1, -0.1, -1.1, -5
> COc1ccccc1C(=O)NN1C(=O)CCC1=O
  -7, 0.1, -0.3, -6
> COc1ccc(C(=O)N2CCN(c3ccccc3F)CC2)cc1[N+](=O)[O-]
  10, -0.1, 1.8, 4
> O=C1CCCc2c1cc(C(=O)Nc1ccccc1Br)c(=O)n2-c1ccccc1
  -2, -0.1, 1.1, 1
> c1ccc(-c2nc(N3CCCCC3)nc3ccccc23)cc1
  -3, 0.2, 0.2, 10
> Cc1ccc(C(=O)c2cccc(NC(=O)c3ccc(C)c([N+](=O)[O-])c3)c2)cc1C
  26, 0.1, -0.5, -2
> CC(=O)c1ccc(NCCc2csc(-c3ccccn3)n2)c([N+](=O)[O-])c1
  -7, -0.1, 0.0, -6
> COc1ccc(NC(=O)c2sc3nc(-c4cccc([N+](=O)[O-])c4)cn3c2C)cc1
  7, -0.1, 1.0, 5
> O=C(Nc1cccc([N+](=O)[O-])c1)c1cc(-c2ccccc2)nc2ccccc12
  -3, 0.9, -0.5, -5
> Cc1ccc2nc(-c3ccc(NC(=O)c4cc(I)ccc4Br)cc3)oc2c1
  7, -0.2, -0.8, -29
> O=C1CCCN1CCCNc1nc(N2CCc3ccccc3C2)nc2nc[nH]c12
  3, -0.2, 1.5, -9
> O=C1C2C3C=CC(C3)C2C(=O)N1c1ccc(NCCSCc2ccccc2)c([N+](=O)[O-])c1 (stereo unspecified)
  21, 0.0, 0.2, -3
> Cc1nn(C(C)C(=O)NC(c2ccccc2)c2ccccc2)c(C)c1[N+](=O)[O-] (stereo unspecified)
  3, -0.1, -2.3, 2
> CCOC(=O)CSc1nc2sc(C(=O)OCC)c(C)c2c(=O)n1CCc1ccc(Cl)cc1
  -7, -0.1, 1.4, -3
> O=C(c1cccs1)N1CCCC(c2ccnc3nc(C(F)(F)F)nn23)C1 (stereo unspecified)
  20, 0.1, -1.0, -13
> COc1ccccc1N1CCN(CC(=O)Nc2ccc(F)cc2F)CC1
  11, 0.6, 0.4, -5
> O=C(CCCSc1nnnn1-c1ccccc1)c1ccc(F)cc1
  -2, 0.0, 1.2, 2
> COc1ccccc1CN1CCNC(=O)C1CC(=O)NCCOc1cccnc1 (stereo unspecified)
  7, -0.1, -0.2, -1
> CCOc1ncccc1C(=O)OCc1cn2cc(Cl)ccc2n1
  9, 0.2, -0.5, -2
> CCC(=O)N(C)CC(=O)Nc1cccc(C)c1C
  5, 0.0, -0.6, 6
> Cc1cccc2cc(CN(Cc3ccccc3)C(=O)N(C)C)c(=O)[nH]c12
  15, 0.9, 1.0, -10
> O=C(CSc1nnc2ccccn12)N1CCc2ccccc21
  -2, -0.2, -2.3, -64
> CCCCCCn1nc(C(=O)OCC(=O)/C(C#N)=C(\C)N)c2ccccc2c1=O
  -2, -0.2, 0.4, -2
> Cc1cc(=O)[nH]c2nnc(SCC(=O)N3CCCc4ccccc43)n12
  -9, -0.1, -0.8, -14
> COc1ccc(-n2c(=S)[nH]c3cc(C(=O)Nc4ccc(F)c(Cl)c4)ccc3c2=O)cc1OC
  8, 0.0, 0.3, 6
> O=C(Oc1ccccc1)c1cccc(COC(=O)c2cnccn2)c1
  -4, -0.3, 0.5, -16
> CN(Cc1ccc2nsnc2c1)C(=O)CCc1nnc(Cc2c[nH]c3ccccc23)o1
  -2, -0.1, 2.7, 0
> O=C(O)c1ccc(F)c(S(=O)(=O)N2CCN(C3CCCCC3)CC2)c1
  -1, -0.1, -0.9, 1
> Cc1nc2c(C(=O)NCc3ccccc3)cnn2c(C)c1Cc1ccccc1
  -3, -0.2, 1.1, -9

Later entries.
Values in the order: MITF primary, FBW7 act, GPR151 ag, TEAD-YAP inh
> O=C(O)CCC(=O)OC[C@@H](NC(=O)C(Cl)Cl)C(O)c1ccc([N+](=O)[O-])cc1 (stereo partly specified)
  19, 0.1, 0.8, 1
> O=C(CNC(=O)c1ccc(Cl)cc1)OCC(=O)c1ccc(Cl)c(Cl)c1
  -1, -0.3, 0.2, -9
> NC(=O)C1CCN(C2CC(=O)N(c3cccc(Cl)c3Cl)C2=O)CC1 (stereo unspecified)
  -3, 0.8, -1.8, -8
> N#Cc1c(NC(=O)c2cccnc2)sc2c1CCC2
  8, -0.1, 1.3, -15
> CC(=O)NC1(c2ccccc2)CCN(CC(=O)Nc2ccccc2-c2ccccc2)CC1
  -23, 0.0, -0.7, 7
> CCOC(=O)C1CCCN(Cc2ccc(F)c(F)c2)C1 (stereo unspecified)
  39, -0.1, -1.8, 1
> CN(C(=O)N1CCN(C(=O)N(C)c2ccccc2)CC1)c1ccccc1
  14, 0.0, -0.6, 1
> COc1ccc(NC(=O)c2sc3nc4c(cc3c2N)C(=O)CCC4)c(OC)c1
  13, 0.1, 0.6, 15
> Cc1ccc(OCCOCCN2CCN(C)CC2)c(Br)c1
  43, -0.1, 1.0, 0
> CCC(=O)N1CCN(c2nc(Cc3ccccc3)c3c(c2C#N)CC(C)(C)OC3)CC1
  10, 0.0, 0.4, -8
> Cc1cc(C(=O)COc2cccc3cccnc23)c(C)n1Cc1ccco1
  4, -0.4, 0.3, -51
> CCOc1ccc(CCNC(=O)c2nnc(Cc3ccc4c(c3)OCO4)o2)cc1OCC
  -6, -0.2, -0.3, 1
> CCc1ccccc1NC(=O)c1ccc(F)c(S(=O)(=O)NCc2ccc(F)cc2)c1
  6, 0.1, 0.2, -9
> O=C(c1ccc(Cl)cc1)c1coc2ccc(O)cc12
  12, 0.5, 0.0, -63
> O=C(Nc1nnc(Cc2c[nH]c3ccccc23)s1)c1ccc(Cl)c(Cl)c1
  -7, -0.1, 0.0, 5
> Cc1ccc(S(=O)(=O)c2nc(-c3ccccc3Cl)oc2N2CCOCC2)cc1
  8, -0.1, 1.3, 12
> Cc1ccccc1OCC(=O)Nc1ccc2nn(-c3ccc(F)cc3)nc2c1
  11, 0.1, 1.6, -3
> O=c1oc2ccc(Br)cc2cc1-c1nnc(-c2ccccc2O)o1
  5, -0.2, -1.0, -7
> CCCOc1ccc(C2C(=O)N(C3CCC(C)CC3)CC(=O)N2Cc2cccc(OC)c2)cc1OC (stereo unspecified)
  3, 0.0, -0.7, -4
> CCOc1ccc2c(c1)N(C(=O)CSc1nc3ccccc3s1)C(C)(C)C(=S)C2=C1SC(C(=O)OC)=C(C(=O)OC)S1
  35, -0.7, -0.3, 6
> CCC(=O)N1c2ccccc2-c2nnc(SC)nc2OC1c1ccsc1 (stereo unspecified)
  4, -0.1, -0.1, -5
> Cc1cc([N+](=O)[O-])cc(S(=O)(=O)n2c(SCc3ccc(F)cc3)nc3ccccc32)c1
  -1, 0.0, -1.5, -1
> CCOC(=O)c1[nH]c(C(=O)O)c(C)c1C
  3, -0.3, -1.6, -5
> COc1ccc(C)cc1Nc1nc(C)cc(C)c1C#N
  1, -0.1, 0.2, 5
> CCNC(=O)CN1C(=O)NC2(CCCCCC2)C1=O
  -2, 0.3, 0.5, 2
> Cc1ccc(OCC(=O)NCC(C)C)cc1
  20, 0.3, -0.6, -5
> C=C1c2ccc(C)cc2NC(=O)N1c1ccc(OC)cc1
  4, -0.1, -3.8, -18
> COc1cc(C=C2C(=O)c3ccccc3C2=O)cc(Br)c1OCC(=O)O
  1, 0.4, -1.4, -4
> Cc1ccc(NC(=O)Cn2c(=O)c(C#N)c3n(c2=O)CCC3)cc1
  -4, 0.0, -0.8, 1
> COCCNC(=O)c1cccc(OC2CCN(C3Cc4ccccc4C3)CC2)c1
  8, 0.3, -0.1, 4

Additional compounds:
smiles	MITF primary	FBW7 act	GPR151 ag	TEAD-YAP inh
O=c1c2c3c(sc2ncn1CCO)CCCC3	31	0.0	1.0	-9
CCOc1ccc(CN2CCN(Cc3ccc(OCC)cc3)C(CCO)C2)cc1 (stereo unspecified)	9	0.0	0.5	0
Cc1ccc(NC(=O)C(=O)NCCN2CCN(C(=O)c3ccc(Cl)cc3)CC2)cc1Cl	-2	-0.2	0.1	2
CCOc1ccc(/C=N/NC(=O)Cc2cccc3ccccc23)cc1	7	0.5	1.1	12
COc1ccc([N+](=O)[O-])cc1/C=N/NC(=O)COc1cccc([N+](=O)[O-])c1	14	0.1	0.3	6
O=C(CSc1nc2ccccc2s1)N(c1ccccc1)c1ccccc1	0	0.0	0.6	3
Cc1ccnc2nc(C(=O)Nc3nnc(Cc4ccccc4)s3)nn12	2	-0.2	0.3	-9
CCN1CCN(C(=O)c2ccoc2C)CC1	-8	0.8	-1.7	-25
CCN1CCN(C(=O)c2cnc(N3CCN(c4ccccc4OC)CC3)c3ccccc23)CC1	6	-0.1	-0.4	24
CCCOc1ccc(NC(=O)C(=O)NCCN2CCN(C(=O)c3ccccc3Cl)CC2)cc1	-2	0.1	-1.1	-13

Further compounds:
smiles	MITF primary	FBW7 act	GPR151 ag	TEAD-YAP inh
CC1CCC(NC(=O)Cn2c(=O)c3cccn3c3cccnc32)CC1 (stereo unspecified)	-10	0.0	0.2	-1
COc1cc(C)c(C)cc1S(=O)(=O)n1nnc2ccccc21	22	0.1	1.0	8
O=C1OC(c2cc(F)c(F)cc2Cl)=N/C1=C\c1cccc(Br)c1	-9	-0.1	0.2	8
O=C(CCN1CCOCC1)NNC(=S)NC(=O)c1ccccc1	0	0.2	0.7	1
C=C1CCC2C(CC2(C)C)C(=O)CCC1O (stereo unspecified)	-23	0.0	0.0	7
CC(C)c1ccc(C(=O)CSc2n[nH]c(-c3ccco3)n2)cc1	5	0.0	-0.5	7
Cc1ccccc1OCC(=O)N(Cc1sccc1C)C1CCS(=O)(=O)C1 (stereo unspecified)	9	0.7	0.4	10
Cc1cccc(N2C(=O)CN(Cc3sccc3C)C2=S)c1	7	0.0	0.7	5
Cc1ccc(C(=O)NNS(=O)(=O)c2ccc(F)cc2)cc1	9	0.1	3.6	-1
COCCN1C(=O)/C(=C/c2cc3c(cc2Br)OCO3)SC1=S	-6	-0.1	-1.3	12

The results go on:
smiles	MITF primary	FBW7 act	GPR151 ag	TEAD-YAP inh
Cc1cc(C)c(OCC(=O)N/N=C/c2ccccc2O)c(C)c1	0	-0.2	1.2	-4
CC1CCC(NC(=O)C2CCN(S(=O)(=O)c3ccc4[nH]c(=O)ccc4c3)CC2)CC1 (stereo unspecified)	7	0.5	-1.2	-1
NS(=O)(=O)c1ccc(NC(=O)CSc2nc(O)cc(=O)n2-c2ccccc2)cc1	13	-0.1	3.9	5
COc1ccc(NC(=O)c2nccnc2C(=O)O)cc1Cl	0	0.0	-3.4	2
CCOc1ccc2nc(N3CC(C(=O)OCc4ccccc4F)CC3=O)sc2c1 (stereo unspecified)	20	0.7	-0.1	3
O=C(Nc1nnc(Cc2ccc(Cl)cc2Cl)s1)c1ccco1	13	-0.1	-1.1	3
O=C(COC(=O)c1cccc(Oc2c(Cl)cccc2[N+](=O)[O-])c1)c1ccc(Cl)cc1	12	0.1	-1.2	5
Cc1cc2nc3s/c(=C\c4cccc(OCc5c(F)cccc5Cl)c4)c(=O)n3c2cc1C	-3	-0.1	-2.1	-5
O=c1oc2ccccc2n1CNc1cccc(Cl)c1	20	0.1	-0.8	4
COc1ccccc1/C=C/C1=NC(=C\c2ccc(Cl)cc2)/C(=O)O1	1	-0.2	0.4	-1

Continued:
smiles	MITF primary	FBW7 act	GPR151 ag	TEAD-YAP inh
C[C@]1(Cn2ccnn2)[C@H](C(=O)O)N2C(=O)C[C@H]2S1(=O)=O	8&12	0.0&0.0	10*!	-2
COc1ccc(C2CC(c3ccccc3OC(F)F)Nc3ncnn32)cc1 (stereo unspecified)	-5	-0.1	0.9	4
COc1ccccc1-n1c(SCC(=O)c2ccc(Cl)cc2)nc2ccccc2c1=O	1	0.0	0.5	-3
Cn1c(=Nc2ccccc2C(=O)O)sc2ccccc21	-1	0.9	2.1	-10
CCC(=O)N1CCc2cc(Br)cc(S(=O)(=O)NCc3ccc(C)cc3)c21	17	0.1	-0.8	-5
CC(=O)Oc1c(Br)cc(/C=C2\N=C(c3ccccc3)OC2=O)cc1Br	13	0.0	-0.5	3
COc1cccc(N2CCN(C(=O)CCC3(Cc4cccs4)CCC(=O)N3)CC2=O)c1 (stereo unspecified)	12	0.0	-1.6	-4
CC1=C(C(=O)OCc2ccc3c(c2)OCO3)C(c2ccccc2OCc2ccccc2)NC(=O)N1 (stereo unspecified)	1	0.0	2.5	14
